Fam108B counter: blocks mouse Fam108B hydrolase in RBBP9 counter-screen | AID 1947 | inhibition, % at 9.51 µM | recombinant Fam108B, FP-Rh probe fluorescence polarization | actives 0.33% (n = 300,000);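 active = inhibition above the screen mean inhibition plus 3 SD, computed separately per campaign, cut at about 18% in these data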;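 also: inhibitors lower polarization as less probe binds the enzyme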
MEX-5 binding: C. elegans MEX-5 TCR-2 RNA binding activity; MEX-5/FITC-TCR2 RNA binding, fluorescence polarization; hits give low values; AID 1832; actives 0.38% (n = 300,000); activity score (negative = inhibition of binding), % at 10 µM; Q9XUB2;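 active = inhibition past about -25% in most replicates, and total fluorescence under double the plate's negative control median, limit read from the data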;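 also: 0% = DMSO and -100% = 5 µM competing unlabeled TCR2 RNA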
GRK2 inh: inhibitors of human GRK2 displacing RNA aptamer; inhibition of aptamer binding, % at 10 µM; P25098; actives 0.59% (n = 330,000); bead flow cytometry, FAM-aptamer displacement from GRK2; AID 488847;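 active = inhibition of aptamer binding above 40%, roughly 3 SD of noise, on plates passing a quality check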;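 also: median bead fluorescence of bound FAM aptamer so fluorescent compounds give negative values; no value below 0 was filed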
AGP1-GFP MLPCN: modulators of TOR pathway AGP1-GFP in S. cerevisiae; S. cerevisiae AGP1-GFP multiplex flow cytometry, 3 h; GFP as percent of DMSO wells; GFP response vs DMSO, % at 10 µM; actives 0.02% (n = 320,000);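 active = GFP response relative to DMSO above a set limit, near screen average plus 3 SD, cut at about 150% in these data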;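 also: median GFP channel fluorescence of the gated AGP1 strain per well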
Bcl-xL primary: Bcl-xL (human) inhibition. Q07817. GST-Bcl-xL / FITC-Bim BH3 peptide fluorescence polarization. inhibition, % at 10.9 µM. actives 0.7% (n = 320,000). AID 2129;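 active = inhibition above the mean of all tested compounds plus 3 SD, cutoff set per campaign, cut at about 30% in these data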;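 also: 0% = DMSO wells and 100% = unlabeled Bim-BH3 peptide competitor; inhibitors lower millipolarization by displacing the labeled peptide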
Target sequence (Q07817 whole entry, looked up): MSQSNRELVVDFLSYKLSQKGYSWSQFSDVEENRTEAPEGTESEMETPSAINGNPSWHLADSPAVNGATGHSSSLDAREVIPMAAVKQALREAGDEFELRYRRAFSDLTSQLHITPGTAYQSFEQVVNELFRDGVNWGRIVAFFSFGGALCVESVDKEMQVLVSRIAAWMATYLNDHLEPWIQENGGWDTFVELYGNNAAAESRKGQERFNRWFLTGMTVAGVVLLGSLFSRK
GLD-1 RNA inh: GLD-1-TGE RNA interaction inhibition (C. elegans). Q17339. actives 0.44% (n = 320,000). AID 2280. inhibition, % at 5.96 µM. purified GLD-1 + fluorescein TGE RNA, fluorescence polarization;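 active = percent inhibition above a per-plate cutoff, the plate mean of test compounds plus 3 SD, cut at about 30% in these data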;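 also: 0% = DMSO wells with GLD-1 and probe and 100% = wells lacking GLD-1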
Target sequence (Q17339 whole entry, looked up): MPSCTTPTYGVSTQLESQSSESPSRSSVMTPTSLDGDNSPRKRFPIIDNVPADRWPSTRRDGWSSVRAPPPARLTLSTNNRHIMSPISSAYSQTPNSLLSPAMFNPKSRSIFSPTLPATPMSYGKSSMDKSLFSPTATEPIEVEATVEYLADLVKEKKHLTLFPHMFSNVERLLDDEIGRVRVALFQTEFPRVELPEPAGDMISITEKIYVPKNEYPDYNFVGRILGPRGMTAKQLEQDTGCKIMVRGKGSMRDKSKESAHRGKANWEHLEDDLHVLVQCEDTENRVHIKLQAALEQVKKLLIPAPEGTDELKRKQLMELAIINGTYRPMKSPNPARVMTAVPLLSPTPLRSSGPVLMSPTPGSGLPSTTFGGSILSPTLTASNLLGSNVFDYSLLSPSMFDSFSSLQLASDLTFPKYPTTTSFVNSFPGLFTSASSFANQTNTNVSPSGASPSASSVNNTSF
MCL1-BIM inh: inhibitors of human MCL1 binding to BIM-BH3 peptide; GST-MCL1 / FITC-Bim-BH3 fluorescence polarization; inhibition, % at 10.9 µM; AID 2057; actives 0.68% (n = 320,000); Q07820;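 active = inhibition above the mean inhibition of all tested compounds plus 3 SD, set per campaign, cut at about 40% in these data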;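 also: 0% = DMSO wells and 100% = unlabeled Bim-BH3 peptide control; higher means more loss of mP so more displacement of Bim peptide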
CIT2-GFP yeast: yeast TOR pathway CIT2-GFP modulation. S. cerevisiae CIT2-GFP strain, flow cytometry, 3 h; 100 means same as DMSO wells. GFP response vs DMSO, % at 10 µM. actives 0.065% (n = 320,000). AID 2029;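 active = GFP response relative to DMSO above a set limit, near the screen mean plus 3 SD, cut at about 150% in these data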;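 also: ratio of well median GFP fluorescence to mean of DMSO wells on the plate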
VLA-4 inh: inhibition in a human VLA-4 binding assay | P13612 | VLA-4 expressing cells, ligand binding flow cytometry | inhibition, % (about 7 µM as worked out from the volumes in the protocol) | actives 0.2% (n = 330,000) | AID 2557; in the data active = inhibition above about 50%
Starred values were filed as active, the others as inactive; / = no result given.

cpd	SMILES	Fam108B counter	MEX-5 binding	GRK2 inh	AGP1-GFP MLPCN	Bcl-xL primary	GLD-1 RNA inh	MCL1-BIM inh	CIT2-GFP yeast	VLA-4 inh
1	CCOc1ccccc1/C=N/NC(=O)Cc1csc(Nc2cccc(C(F)(F)F)c2)n1	4	1.2	3	101	4	5	8	100	15
2	O=C(NCc1ccccc1Cl)c1ccc[nH]1	5	0.4	0	105	1	6	2	96	19
3	CN(CC(=O)NCCc1ccc(S(N)(=O)=O)cc1)CC(=O)Nc1ccccc1C(F)(F)F	/	/	0	123	/	-13	/	108	0
4	CC(=O)c1cn(CC(=O)Nc2ccccc2Cl)c2ccccc12	-1	0.5	0	93	9	-1	4	100	-2
5	CCOC(=O)C1CCN(C(=O)c2ccc(OCC(=O)N3CCOCC3)c(OC)c2)CC1	4	-1.1	1	106	0	2	0	94	-11
6	CCCCCCCCCCCCN1[C@@H](CC(=O)O)c2cc(F)ccc2S1(=O)=O	1	0.9	2	90	8	5	8	105	0
7	COc1cc(C)c(NC(=O)COc2ccc3c(c2)CCC3)cc1OC	/	/	7	94	-4	6	6	93	4
8	Cc1ccc(Cc2nnc3n(-c4ccccc4)nc(C(=O)c4ccccc4)n3c2=O)cc1	-9	-1.9	2	104	2	5	5	86	0
9	CCOc1ccc(NC(=O)CN(C)C(=O)c2cc(-c3cccs3)nn2-c2ccccc2)cc1OCC	3	1.5	0	102	-3	-2	-5	98	11
10	Cc1nnc(SCc2ccc(CC(=O)O)cc2)o1	-6	-1.0	54*	93	5	1	8	95	-5
11	Cc1ccc(C(=O)COC(=O)c2nc(Cl)ccc2Cl)cc1	/	/	0	102	/	-1	/	110	-4
12	CCc1nn(CC(=O)Nc2ccc(Br)c(C)c2)c(=N)s1	-3	0.6	0	96	4	11	7	96	-15

Further records
cpd	SMILES	Fam108B counter	MEX-5 binding	GRK2 inh	AGP1-GFP MLPCN	Bcl-xL primary	GLD-1 RNA inh	MCL1-BIM inh	CIT2-GFP yeast	VLA-4 inh
13	COC(=O)c1c(NC(=O)c2ccccc2)sc2c1CC(C)(C)NC2(C)C	3	7.1	0	96	6	4	5	96	8
14	Cc1ccc(C)c(S(=O)(=O)N2CCN(C(=O)Cc3ccc(S(=O)(=O)N4CCOCC4)s3)CC2)c1	-5	-0.2	0	108	4	3	-5	101	-13
15	CCCCCc1ccc(-c2nnc(N)s2)cc1	4	0.9	3	105	4	6	-4	100	-3
16	COc1ccc(C2=NN(C(N)=S)C(c3ccccc3)C2)cc1 (centres undefined)	2	-0.1	0	100	2	11	6	108	-16
17	Cc1ccccc1NS(=O)(=O)c1ccc(C(=O)N2CC(C)OC(C)C2)cc1 (centres undefined)	-4	4.8	1	85	-7	0	-1	83	5
18	Cc1ccccc1OCCn1c(=O)sc2ccccc21	7	1.1	0	91	2	-8	7	84	3
19	Nc1ccc(N2CCCCC2)c(S(=O)(=O)Nc2ccc(Cl)cc2)c1	0	4.6	0	105	8	11	8	104	-4
20	CC(Oc1ccccc1F)c1nnc(SCC(=O)NCc2ccc3c(c2)OCO3)o1 (centres undefined)	/	/	0	90	-4	0	-5	92	1
21	Cc1c(NC(=O)C(C)OC(=O)Cc2ccc(F)cc2)c(=O)n(-c2ccccc2)n1C (centres undefined)	2	1.5	0	106	1	0	-4	98	-3
22	Cc1ccc(S(=O)(=O)N2CCC(C(=O)NNS(=O)(=O)c3ccc(Cl)cc3)CC2)cc1	3	0.1	0	93	3	-1	1	89	-1
23	Cc1ccc(S(=O)(=O)NCCC(=O)NCc2ccccn2)cc1	2	-1.8	0	101	-2	2	5	97	2
24	CC1Cc2ccccc2N1C(=O)c1cccnc1 (centres undefined)	0	-0.1	0	80	2	8	4	96	13

More results:
cpd	SMILES	Fam108B counter	MEX-5 binding	GRK2 inh	AGP1-GFP MLPCN	Bcl-xL primary	GLD-1 RNA inh	MCL1-BIM inh	CIT2-GFP yeast	VLA-4 inh
25	CCCC(=O)Nc1nn(CC)c2nc3ccc(C)cc3cc12	-1	-1.4	1	99	2	7	-1	99	7
26	CC(=O)Nc1ccc(NC(=O)C(=O)N/N=C/c2cccnc2)cc1	0	0.9	0	103	4	-9	6	95	4
27	O=S1(=O)C=CC(Sc2nc3ccccc3[nH]2)C1 (centres undefined)	3	0.2	0	109	8	1	-9	108	1
28	O=C(CCC1N=C2c3ccccc3N=C(SCc3cccc(Cl)c3)N2C1=O)NCc1ccco1 (centres undefined)	2	-0.3	3	101	0	3	7	104	17
29	COc1ccc(C(CNC(=O)c2cccc(S(=O)(=O)N3CCCC(C)C3)c2)N(C)C)cc1 (centres undefined)	/	/	2	100	0	3	4	94	2
30	C#CCOc1c(Cl)cc(/C=C2/C(=O)ON=C2C)cc1OCC	2	-3.4	3	76	-2	2	5	98	6
31	C=C(C)CSc1nnc(-c2ccccc2)n1N	2	0.9	1	95	1	5	-4	100	3
32	O=C(COc1ccccc1/C=C1\SC(=O)NC1=O)Nc1ccc(F)cc1	-16	1.6	7	100	-3	4	-5	100	-4
33	CCCCn1c(N)c(N(CCOC)C(=O)c2ccc(N3CCCC3=O)cc2)c(=O)[nH]c1=O	/	/	0	104	1	9	3	98	6
34	CCC(C)c1c(O)nc(SCC(=O)N2CCCCCC2)[nH]c1=O (centres undefined)	-3	-2.7	0	92	1	6	-5	103	26
35	COc1cc2c(cc1OC)C(C)N(C(=O)Cc1ccc(C(F)(F)F)cc1)CC2 (centres undefined)	1	-1.9	0	104	2	-4	6	97	-2
36	C/C(=N\NC(=O)c1ccncc1)c1ccc(NC(=O)c2ccc(Cl)cc2)cc1	-3	-0.1	0	98	4	-4	10	106	-6

Another view of part of the listing above.
Below each compound – Fam108B counter | MEX-5 binding | GRK2 inh | AGP1-GFP MLPCN | Bcl-xL primary | GLD-1 RNA inh | MCL1-BIM inh | CIT2-GFP yeast | VLA-4 inh
[31] C=C(C)CSc1nnc(-c2ccccc2)n1N
→ 2 | 0.9 | 1 | 95 | 1 | 5 | -4 | 100 | 3
[32] O=C(COc1ccccc1/C=C1\SC(=O)NC1=O)Nc1ccc(F)cc1
→ -16 | 1.6 | 7 | 100 | -3 | 4 | -5 | 100 | -4

Further compounds follow.
cpd	SMILES	Fam108B counter	MEX-5 binding	GRK2 inh	AGP1-GFP MLPCN	Bcl-xL primary	GLD-1 RNA inh	MCL1-BIM inh	CIT2-GFP yeast	VLA-4 inh
37	COc1ccc(CC(=O)N/N=C/c2ccc(-c3cccc(C(=O)O)c3)o2)cc1OC	7	-3.1	2	111	14	-1	15	102	-10
38	Cn1c(CO)c(-c2ccccc2)c2cc([N+](=O)[O-])ccc21	1	-2.1	3	104	3	4	9	102	-4
39	Cc1c(Cl)c([N+](=O)[O-])nn1CC(=O)NCc1ccc(Cl)cc1	0	1.3	0	87	8	7	0	93	11
40	O=C1C(c2ccc(F)cc2)N(Cc2ccc3c(c2)OCO3)C(=O)CN1C1CCCCC1 (centres undefined)	-2	-0.4	1	89	4	5	5	93	7
41	Fc1ccccc1N1CCN(Cc2cccnc2)CC1	4	3.1	1	98	0	0	15	99	13
42	CCOc1ccc(Cl)cc1S(=O)(=O)N1CCC(C(=O)NCc2ccco2)CC1	0	0.0	2	99	2	2	7	105	6
43	Cc1cc(N/N=C/c2ccc(O)cc2)nc(NS(=O)(=O)c2ccccc2)n1	3	-1.7	74*	101	9	-1	7	107	-1
44	Cc1ccccc1NC(=S)NC(=O)CCc1ccccc1	-1	-2.3	0	102	7	6	17	95	8
45	CN(C)CCCNC(=S)/N=c1\sccn1Cc1ccccc1Cl	-4	2.1	0	97	3	5	3	98	-5
46	Cc1ccccc1Cn1ccc(NC(=O)c2cnn3cccnc23)n1	0	3.0	0	97	1	4	7	93	8
47	CC(C)C(O)(C#CCN1CCCCCC1)c1ccccc1 (centres undefined)	-1	-0.5	0	97	4	0	-2	97	-3
48	Cc1cccc(C(=O)OCC(=O)NCC2CCCO2)c1O (centres undefined)	/	/	0	98	1	-4	4	95	-18

Further compounds:
cpd	SMILES	Fam108B counter	MEX-5 binding	GRK2 inh	AGP1-GFP MLPCN	Bcl-xL primary	GLD-1 RNA inh	MCL1-BIM inh	CIT2-GFP yeast	VLA-4 inh
49	O=C(Nc1cccc(-c2cn3cccnc3n2)c1)c1ccc2c(c1)OCO2	-5	1.1	14	102	4	3	1	101	2
50	O=C(/C=C/Nc1ccc(S(=O)(=O)Nc2ncccn2)cc1)c1cccs1	4	-5.0	3	100	0	6	-6	100	5
51	COc1ccc(C(=O)/C=C(/C)N(C)C)cc1	-6	-3.4	0	113	4	-2	3	108	-14
52	O=C(N/N=C/c1cc([N+](=O)[O-])ccc1O)C1C2CCCCC21 (centres undefined)	-1	0.7	8	99	0	1	13	107	5
53	CCOc1ccc(/C=N/NC(=O)CN2CCSCC2)cc1	4	-3.1	0	90	-2	2	6	95	-12
54	Cc1ccc2nc(NC(=O)CNS(=O)(=O)c3ccc(Br)s3)sc2c1	-1	-0.4	1	97	-6	9	-3	96	4
55	CNC(=O)c1cccc(NC(=O)C(C)c2ccc3cc(OC)ccc3c2)c1 (centres undefined)	-9	0.4	0	100	0	-6	-4	92	2
56	COc1ccc(C(=O)Nc2cc([N+](=O)[O-])ccc2N2CCCC2)cc1	1	0.6	0	110	-4	-1	-2	111	4
57	CCOCCCNC(=O)C(NC(=O)c1ccccc1O)c1ccc(C)cc1 (centres undefined)	0	1.4	0	100	-3	-5	-6	100	21
58	CC(NC(=O)COC(=O)C1CCN(S(=O)(=O)c2ccccc2C(F)(F)F)CC1)c1ccccc1 (centres undefined)	1	-0.8	0	103	-6	-5	-23	96	20
59	Cc1cc(C)c(CN2CCC(n3nccc3NC(=O)CCOc3ccccc3)CC2)cc1C	0	2.2	0	96	4	-1	11	99	-4
60	O=C1CN(C(=O)COC(=O)CCSc2ccccc2Cl)c2ccccc2N1	-3	-0.8	1	103	2	5	-5	97	3
61	COC(=O)CCC(=O)OC1(C)C(=O)C2=CN(C3CCCC3)C(c3ccc(OC)cc3)=CC2=C(Br)C1=O (centres undefined)	8	-0.5	19	112	34*	22	29	103	-8
62	Cc1ccc(S(=O)(=O)N/N=C/c2ccc(C(=O)O)cc2)cc1	-7	0.3	2	92	3	7	1	87	-10
63	O=C1C=C(c2ccccc2)CCC1	2	3.7	2	86	3	-3	3	82	0

High-throughput results from PubChem BioAssay.
